Bioassay records deposited in PubChem by National Center for Advancing Translational Sciences (NCATS).
EPAC1 ag: activates human EPAC1 exchange factor. O95398. EPAC1 agonist qHTS, biochemical assay; response scale: 100% = response to 6.5 mM cAMP. Potency, µM (top dose mostly 154 µM), inactives show at the top dose activation, most hits filed as activators. actives 0.073% (n = 360,000). AID 720707; further: potency means the concentration at half of the fitted maximal effect; nearly all actives have a fitted effect of over 60% in size
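EPAC1 100 nM, Rap1B–BODIPY-GDP 250 nM, unlabeled GDP 50 uM; compound titration; 5 min RT; kinetic read ex480/em540 at 5-min intervals ×30 min; data normalized to 6.5 mM cAMP agonist control.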
EPAC1 antagonist: EPAC1 (human) antagonism; actives 0.14% (n = 360,000); AID 720709; Potency, µM (titrated, usually from 115 µM), for inactives: at the top dose activity change, negative = inhibition, actives largely listed as inhibitors; EPAC1 GEF assay, Rap1b-BODIPY-GDP exchange fluorescence; O95398;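 further: potency means the concentration at half of the fitted maximal effect; plate controls were vehicle for no effect and positive control for full effect; nearly all actives have a fitted effect of over 50% in size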
aSyn yeast inh: rescues yeast growth from alpha-synuclein toxicity | Potency, µM (doses to about 46.1 µM), without a hit: at the highest dose growth rescue (activation), most hits filed as activators | actives 0.14% (n = 370,000) | AID 652106 | Yeast expressing alpha-synuclein, growth rescue, BacTiter-Glo, 24 h; further: potency means the concentration at half of the fitted maximal effect; % of control where 0% means no effect; nearly all actives have a fitted effect of over 65% in size
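Galactose-induced alpha-syn yeast (OD600=0.02, raffinose-pregrown) + pinned cpd, 24 hr, 30 deg C; growth by BacTiter-Glo luminescence. Growth restoration scores as activation.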
PI5P4K alpha inh: inhibitors of human PI5P4K alpha; P48426; PI5P4Kalpha enzyme, ADP-Glo luminescence, 60 min; stronger effect = lower value; max response, %; actives 1.2% (n = 330,000); AID 652105; active means max response of -50% or lower; inconclusive means between -30% and -50%; inactive means -30% or higher; further: value at the top dose of about 77 µM; on the % scale 0 is the no-effect control and ±100 the full control effect
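PI5P4Kalpha ADP-Glo assay; 5 microM ATP final; 60 min RT reaction; HEPES pH 7.4/EGTA/CHAPS, 5% DMSO; controls lacking substrate or enzyme; luminescent end-point.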
WRN helicase inh: WRN helicase (human) inhibition; Q14191; WRN helicase unwinding, fluorescent forked duplex, kinetic; Potency, µM (highest dose often 114 µM), for inactives: at the highest dose activity change, negative = inhibition, actives largely listed as inhibitors; actives 0.46% (n = 360,000); AID 651768; further: potency means the concentration at half of the fitted maximal effect; on the % scale 0 is the no-effect control and ±100 the full control effect; nearly all actives have a fitted effect of over 55% in size
Target sequence (Q14191 whole entry, looked up): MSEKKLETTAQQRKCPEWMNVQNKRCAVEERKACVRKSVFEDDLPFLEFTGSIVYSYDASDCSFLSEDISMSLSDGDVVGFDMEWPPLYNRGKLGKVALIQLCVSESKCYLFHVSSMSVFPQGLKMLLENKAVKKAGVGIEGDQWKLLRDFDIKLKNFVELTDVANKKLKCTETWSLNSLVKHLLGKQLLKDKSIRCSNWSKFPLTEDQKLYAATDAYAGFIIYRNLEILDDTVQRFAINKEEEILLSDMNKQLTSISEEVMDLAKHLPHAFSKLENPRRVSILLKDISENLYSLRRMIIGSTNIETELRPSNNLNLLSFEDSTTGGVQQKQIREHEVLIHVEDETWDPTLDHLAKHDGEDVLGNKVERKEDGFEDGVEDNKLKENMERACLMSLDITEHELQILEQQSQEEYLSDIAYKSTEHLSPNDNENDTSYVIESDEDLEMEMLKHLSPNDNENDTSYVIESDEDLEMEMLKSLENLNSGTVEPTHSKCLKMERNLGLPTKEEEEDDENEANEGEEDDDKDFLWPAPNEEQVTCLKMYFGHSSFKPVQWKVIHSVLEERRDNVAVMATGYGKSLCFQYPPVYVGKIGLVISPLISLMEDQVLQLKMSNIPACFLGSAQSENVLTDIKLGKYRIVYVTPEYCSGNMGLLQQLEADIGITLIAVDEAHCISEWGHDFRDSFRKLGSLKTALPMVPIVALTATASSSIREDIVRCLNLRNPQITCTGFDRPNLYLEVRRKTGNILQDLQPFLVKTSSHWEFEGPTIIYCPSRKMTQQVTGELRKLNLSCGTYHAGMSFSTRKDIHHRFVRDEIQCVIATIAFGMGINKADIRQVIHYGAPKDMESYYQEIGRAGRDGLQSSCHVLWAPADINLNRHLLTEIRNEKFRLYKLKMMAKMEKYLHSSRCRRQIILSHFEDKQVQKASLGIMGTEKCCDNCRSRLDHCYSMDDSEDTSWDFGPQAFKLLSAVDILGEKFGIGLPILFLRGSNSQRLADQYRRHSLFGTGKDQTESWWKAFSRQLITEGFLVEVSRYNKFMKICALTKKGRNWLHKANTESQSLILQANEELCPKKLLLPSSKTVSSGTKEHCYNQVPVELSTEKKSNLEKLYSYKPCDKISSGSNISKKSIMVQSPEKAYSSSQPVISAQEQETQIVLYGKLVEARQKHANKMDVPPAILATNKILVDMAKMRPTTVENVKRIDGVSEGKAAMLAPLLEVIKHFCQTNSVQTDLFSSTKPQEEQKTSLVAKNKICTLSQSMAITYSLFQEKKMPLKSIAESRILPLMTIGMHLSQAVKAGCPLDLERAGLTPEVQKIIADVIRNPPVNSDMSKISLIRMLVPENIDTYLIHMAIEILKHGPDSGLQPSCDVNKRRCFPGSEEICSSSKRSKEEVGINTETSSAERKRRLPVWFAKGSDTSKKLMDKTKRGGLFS
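Enzyme (20 nM final) and test compound sit together 15 min at room temperature before substrate addition. Substrate is a single-forked duplex oligonucleotide (100 nM) labelled with fluorophore and quencher, with 2 mM ATP; helicase unwinding raises red fluorescence, read kinetically.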
IL-2 act: activates IL-2 in a cell-based reporter assay. IL-2 activation reporter assay, cell-based qHTS; stimulated with anti-CD3/CD4/CD28 beads; in transgenic mouse T cells. activation, % (series mostly up to about 46 µM). actives 0.065% (n = 360,000). AID 652025; in the data active means activation above about 50%; inconclusive means mostly about 30% to 49%; further: 0% is about no effect
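Using fluorescent plate cytometry, EGFP and DsRed are detected in transgenic mouse T cells stimulated 18 h at 37 degrees C with antibody-coated beads after 60 min compound pretreatment.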
PLK1 PBD block: blocks phosphopeptide binding to human PLK1 polo-box domain; P53350; Plk1 PBD binding of FITC phosphopeptide, fluorescence polarization; Potency, µM, for inactives: max response, negative = inhibition, usual class: inhibitors; actives 2.8% (n = 360,000); AID 720504; further: potency means the concentration at half of the fitted maximal effect; series mostly up to about 57 µM; on the % scale 0 is the no-effect control and ±100 the full control effect; nearly all actives have a fitted effect of over 65% in size
Abeta yeast res: compounds reversing amyloid beta toxicity in yeast; yeast expressing A-beta42, growth rescue, OD600, 48 h; response scale: 0% DMSO, 100% iron-clioquinol control; Potency, µM (series often up to 46.1 µM), without a hit: at the highest dose growth rescue, most hits filed as activators; actives 0.063% (n = 410,000); further: potency means the concentration at half of the fitted maximal effect; nearly all actives have a fitted effect of over 55% in size
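Yeast A-beta toxicity model in growth medium with pinned compounds, 48 h at 30 C; growth read as absorbance at 600 nm. Normalized to FeCl3/clioquinol equimolar mix (positive) and DMSO (negative).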
FUS suppressor: rescues growth of FUS-expressing yeast. S. cerevisiae FUS-expressing, growth rescue, OD600, 24 h. Potency, µM (doses to about 76.6 µM), for inactives: at the highest dose growth rescue (activation), most hits filed as activators. actives 0.24% (n = 390,000). AID 1347120;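 further: potency means the concentration at half of the fitted maximal effect; plate controls were DMSO vehicle for no effect and reference control for full effect; nearly all actives have a fitted effect of over 55% in size; some results filed as inactive show a strong effect at the top dose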
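Cultures pregrown in 2.5% raffinose medium are shifted to minimal medium containing 2% galactose to express toxic FUS. Compounds are tested at several concentrations. After 24hr at 30C, growth is quantified at 600 nm absorbance.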
An asterisk follows results filed as active; ? = inconclusive; nt = not tested or not shown; & = joins results of further samples; [ ] = dose if it differs, or a comment. Unless noted, the call rests on the fitted dose curve; in most records, active means well fitted curve in the direction sought with a large enough effect; inconclusive means small, poorly fitted or top-dose-only effect, or another doubt; inactive means no such curve, though single readings can be large; an effect the other way counts as inactive or inconclusive.

SMILES	EPAC1 ag	EPAC1 antagonist	aSyn yeast inh	PI5P4K alpha inh	WRN helicase inh	IL-2 act	PLK1 PBD block	Abeta yeast res	FUS suppressor
CC(C)C[C@H](NC(=O)c1nc[nH]c1C(=O)NCCNC(=O)OC(C)(C)C)C(=O)CNCCNC(=O)c1[nH]cnc1C(=O)N[C@@H](C)C(=O)OC(C)(C)C	-16%	4%	1%	3	-7%	-0.8	-1%	-13%	?
O=C(c1ccc(Cl)cc1[N+](=O)[O-])N1CCN(c2ccccn2)CC1	-4%	-14%	2%	-2	11%	-2.8	-1%	-1%	-26%
CC(=O)N1CCN(c2cccc(C)c2C)CC1	5%	9%	3%	0	10%	0.1	-5%	3%	10%
COc1ccc(C2C(C(=O)NCc3ccccn3)c3cc(OC)c(OC)cc3C(=O)N2C)cc1 (stereo unspecified)	12%	-16%	-4%	1	-7%	1.5	-11%	3%	45%
CC(=O)Nc1ccc(Nc2ncc([N+](=O)[O-])c(Nc3ccc(NC(C)=O)cc3)n2)cc1	-5%	13%	-13%	-13	-1%	0.0	-1%	-2%	26%
CCC(C)NC(=O)CS(=O)(=O)Cc1nc(-c2cccc(OC)c2)oc1C (stereo unspecified)	8%	-2%	-1%	-6	-2%	-2.0	-10%	-17%	-19%
Cn1c(=NC(=O)CS(=O)(=O)c2ccccc2)sc2cc([N+](=O)[O-])ccc21	4%	-9%	3%	-3	-4%	-0.3	-3%	6%	-5%
COc1ccc(S(=O)(=O)N2CCN(C(=O)c3ccc(C)o3)CC2)cc1	-3%	-12%	0%	3	-11%	-0.7	-4%	-13%	27%
CC(C)c1c(O)nc(SCc2ccc(F)cc2)[nH]c1=O	0%	-16%	-6%	-12	-34%	2.3	-8%	-13%	12%
Cc1ccc2nc(-c3cccc(SC4CCCCC4)c3)c(NCc3ccccc3)n2c1	-2%&-8%	3%&6%	-41%&-31%[inhibitor]	-5&-2	-10%&2%	-3.8&-0.8	-12%&-3%	-54%&-48%[inhibitor]	26%&20%
COc1ccc(N2CCN(C3CC(=O)NC3=O)CC2)cc1 (stereo unspecified)	1%	10%	0%	8	-8%	-2.5	2%	3%	10%
CN(C)/C=C(\C#N)S(=O)(=O)c1ccc(Cl)cc1	7%	-6%	7%	1	0%	-0.7	-3%	12%	11%
C[C@@H]1CN[C@H](CCO)/C1=C\c1ccccc1	-3%	-2%	-4%	1	-11%	-0.6	-17%	-3%	-5%
Cc1nc(CSc2nnc3scc(-c4ccccc4)n23)cs1	4%	-2%	?	nt	2%	-1.2	-6%	22%	0%
CC(=O)Nc1ccc(S(=O)(=O)N2CCN(C34CC5CC(CC(C5)C3)C4)CC2)cc1	-6%	0%	1%	-5	0%	1.9	1%	28%	6%
CC1CCCC(C)N1C(=O)COC(=O)Cn1cnc2c1c(=O)n(C)c(=O)n2C (stereo unspecified)	-6%	-17%	-2%	1	3%	-2.4	-9%	-14%	11%
COCCN1Cc2cccc(C(=O)Nc3ccc(S(=O)(=O)N4CCCCCC4)cc3)c2C1=O	4%	?	-2%	2	-5%	-1.8	-15%	-9%	6%
O=C(CO/N=C/c1ccc(OC(F)F)cc1)N1CCc2ccccc21	3%	8%	-3%	-12	-23%	4.5	-12%	-6%	-7%
CCn1ccnc1CN(C)C(=O)C1CCC(=O)N(Cc2cccc(F)c2)C1 (stereo unspecified)	9%	7%	-11%	2	6%	-1.2	-18%	0%	-6%
COc1ccccc1N1CCN(S(=O)(=O)c2cc(-c3cc(C)no3)ccc2C(C)C)CC1	-3%	1%	?	-6	-1%	-3.5	-1%	16%	14%
Clc1ccc(C2[C@H]3CN(CC4CCCCC4)[C@H](c4ccccc4)C34CC2(c2ccccc2)C4)cn1 (stereo partly specified)	-2%	0%	-2%	25	4%	-0.4	-6%	0%	8%
COc1ccccc1Cc1c(-c2cccc(Cl)c2)nc2c(C)cc(Br)cn12	11%	-18%	0%	-2	-3%	-0.8	-2%	-3%	-2%
C=CCN(C(=O)C1CC(=O)N(C2CCCC2)C1)c1nc(-c2ccc(S(C)(=O)=O)cc2)cs1 (stereo unspecified)	14%	0%	3%	-9	0%	-0.7	-8%	0%	nt
CCOC(=O)c1sc2nc3c(cc2c1N)COC(C)(C)C3	-3%	-1%	-4%	0	-7%	2.0	-7%	29%	13%
CC(=O)N1CCc2cc(S(=O)(=O)Nc3ccc(C)cc3C)ccc21	2%	?	0%	0	1%	-0.5	-13%	-6%	-15%
(list continues)
SMILES	EPAC1 ag	EPAC1 antagonist	aSyn yeast inh	PI5P4K alpha inh	WRN helicase inh	IL-2 act	PLK1 PBD block	Abeta yeast res	FUS suppressor
CC(=O)Nc1ccc(S(=O)(=O)N2CCN=C2SCc2ccc(F)cc2)cc1	-6%	13%	15%	5	2%	-2.7	4%	4%	10%
COc1ccc(OC)c(C2C(C(C)=O)=C(O)C(=O)N2CCc2ccc(OC)c(OC)c2)c1 (stereo unspecified)	-1%	8%	4%	0	1%	0.3	0%	2%	16%
CCN(c1ccccc1)S(=O)(=O)c1cccc(C(=O)NCc2ccncc2)c1	-6%	9%	2%	2	3%	0.8	-2%	-5%	8%
O=C(NCc1ccccc1)c1cc(C2CCCCN2S(=O)(=O)c2cccs2)on1 (stereo unspecified)	-5%	-6%	0%	1	-2%	-0.1	-1%	-3%	29%
COc1ccccc1OCc1csc(NC(=O)c2ccco2)n1	-1%	-2%	-15%	-8	7%	-0.3	-8%	-12%	4%
CCOc1ccc(NC(=S)N2CCC(NC(=O)C3CCCCC3)CC2)cc1	17%	-13%	-3%	-8	3%	2.3	-15%	7%	-7%
C=CCNc1nc(N2CCOCC2)nc(N2CCOCC2)n1	3%	14%	2%	nt	-1%	-0.8	-9%	-7%	5%
COc1ccc(NC(=O)N(CCO)Cc2cc3c(C)cc(C)cc3[nH]c2=O)cc1	5%	-1%	0%	2	-2%	-0.6	-1%	7%	2%
Cc1ccc(S(=O)(=O)Nn2c(C)nnc2-n2nc(C)cc2C)cc1	2%	-15%	0%	2	-28%	-1.1	-9%	-7%[9.22 µM]	-27%
Cc1ccc(C)c(Cc2c(C)nc3c(C(=O)N4CCOCC4)cnn3c2C)c1	3%	12%	-9%	nt	-11%	1.4	7%	-17%	32%
Cc1ccc(NC(=O)CN2CCN(c3ccccn3)CC2)cc1S(=O)(=O)N(C)C	-7%	9%	1%	2	-7%	0.8	-11%	-3%	?
CCN(CC)C(=O)CSc1nc2cc3c(cc2c(=O)n1Cc1ccc(OC)cc1)OCO3	-3%	-15%	1%	1	-7%	-2.8	-26%	-9%	-6%
COc1ccc(-c2nn(CC(=O)NCCc3ccccc3)c(=S)n2C)cc1	0%	9%	-3%	0	-33%[57.1 µM]	0.8	1%	-5%	11%
O=c1nccc(Nc2ccccc2)[nH]1	13%	3%	12%	-1	-1%	-1.2	-3%	-7%	-26%
CCOC(=O)c1sc(NC(=O)C2C3C=CC(C3)C2C(=O)O)nc1C (stereo unspecified)	-2%	-2%	0%	nt	-10%	-1.4	-10%	-10%	20%
CCOc1ccc(C(=O)NCc2cccnc2)cc1[N+](=O)[O-]	3%	12%	-4%	4	-9%	-1.2	-22%	-3%	4%
Cc1ccc2cc(/C=N/NC(=O)c3ccccc3[N+](=O)[O-])c(Cl)nc2c1	-2%	-16%	2%	-9	-7%	-0.9	2%	-3%	-1%
CC(C)n1cc(NC(=O)C2CC(c3cccc(Br)c3)=NO2)cn1 (stereo unspecified)	8%	0%	18%	-3	-17%	-1.9	-8%	-2%	27%
Cc1nc2ccccn2c1C(=O)N=Nc1c(O)[nH]c2ccccc12	-4%	-3%	1%	1	8%	-3.1	0%	-5%	-1%
COc1ccc(-c2nc3n(c(=O)c2C#N)CCS3)c(OC)c1	-3%	20%	0%	2	6%[57.1 µM]	-1.1	-2%	-1%	6%
CCOC(=O)C1(CCOc2ccccc2)CCN(Cc2ccc(OC)c(O)c2)CC1	-9%	8%	7%	0	1%	1.1	6%	15%	-17%
O=c1c(Cl)c(NCCO)ncn1-c1ccccc1	0%	3%	4%	-1	3%	-0.4	2%	3%	nt
CCCCS(=O)(=O)N1CCN(S(=O)(=O)c2ccc(Cl)s2)CC1	13%	4%	-4%	-4	6%	-1.7	-8%	-1%	12%
O=C(CSc1nnc(Cc2ccccc2)n1-c1ccccc1)N1CCOCC1	4%	-3%	-4%	nt	1%	-3.2	-3%	9%	10%
COc1cc(CNCCO)ccc1OC1CCCC1	-6%	12%	-11%	nt	8%	-3.7	-1%	2%	-5%
The listing continues:
SMILES	EPAC1 ag	EPAC1 antagonist	aSyn yeast inh	PI5P4K alpha inh	WRN helicase inh	IL-2 act	PLK1 PBD block	Abeta yeast res	FUS suppressor
CC1(c2nnnn2Cc2ccccc2)CCC(=O)N1CCc1ccccc1F (stereo unspecified)	13%	-1%	1%	3	-8%	-0.2	-19%	-10%	11%
COc1cc(/C=C/C(=O)OCC(=O)c2ccc3c(c2)NC(=O)CO3)ccc1OC(F)F	1%	-8%	5%	-22	0%	0.9	19µM*	-11%	4%
CC1CN(c2ccc(Cl)nn2)CC(C)O1 (stereo unspecified)	-7%	0%	-8%	0	5%	0.6	-1%	19%	-28%
COc1cc(NC(=O)c2cccc([N+](=O)[O-])c2C)ccc1NC(=O)c1ccco1	2%	6%	13%	0	-7%	0.8	-5%	2%	nt
COc1ccc(NCC(=O)Nc2cc(S(=O)(=O)N3CCOCC3)ccc2N2CCOCC2)c(OC)c1	-3%	10%	2%	-6	0%	0.3	-4%	-3%	-1%
COc1ccc(-c2nnco2)cc1OC	3%	-6%	-3%	nt	-10%	0.1	-4%	-17%	7%
CCCCSc1nnc2nc(C)cc(C)n12	8%	-2%	0%	nt	-3%	-0.2	-8%	-17%	45%
